# BRCA1 expr up: BRCA1 expression activation; MCF7-BRCA1-FFLuc reporter, luminescence, 48 h; response scale: scaled: vehicle 0%, 10 µM genistein 100%; actives 1.1% (n = 380,000); Potency, µM (titrated, usually from 46.1 µM), without a hit: at the highest dose activation, usual class: activators; also: potency is read from the fitted curve at half-maximal effect; nearly all actives have a fitted effect of over 80% in size; some results filed as inactive show a strong effect at the top dose
#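 Compounds are tested at multiple concentrations on MCF7 BRCA1-luciferase reporter cells seeded at 2000 per well; after 48 h, a single luminescence end-point is taken and curves fitted to the normalized data.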
# PKM2 act: increases activity of human pyruvate kinase M2; purified PKM2, Kinase-Glo ATP luminescence, activation; response scale: 0% is enzyme alone, no compound; Potency, µM (highest dose often 57.5 µM), inactives show at the top dose activation, most hits filed as activators; actives 0.34% (n = 260,000); AID 1631; also: potency is read from the fitted curve at half-maximal effect; % is scaled to controls: 0 for no effect and ±100 for the full control effect; nearly all actives have a fitted effect of over 55% in size
# Target sequence (P14618 whole entry, looked up): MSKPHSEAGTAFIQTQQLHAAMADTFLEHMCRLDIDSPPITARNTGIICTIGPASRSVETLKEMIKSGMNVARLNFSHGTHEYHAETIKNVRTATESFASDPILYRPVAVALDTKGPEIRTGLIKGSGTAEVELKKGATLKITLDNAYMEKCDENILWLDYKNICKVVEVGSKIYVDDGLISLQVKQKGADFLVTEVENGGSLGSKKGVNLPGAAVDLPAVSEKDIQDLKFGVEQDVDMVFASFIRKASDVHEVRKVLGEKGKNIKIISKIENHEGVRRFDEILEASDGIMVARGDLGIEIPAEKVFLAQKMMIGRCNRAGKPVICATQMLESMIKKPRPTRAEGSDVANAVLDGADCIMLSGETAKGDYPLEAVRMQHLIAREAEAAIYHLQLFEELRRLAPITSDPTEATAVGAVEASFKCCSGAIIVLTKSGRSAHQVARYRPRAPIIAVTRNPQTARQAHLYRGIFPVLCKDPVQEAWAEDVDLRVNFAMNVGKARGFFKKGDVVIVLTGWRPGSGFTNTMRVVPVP
#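 hPK-M2, >95% pure; 0.1 mM ADP / 0.5 mM PEP final; imidazole pH7.2 buffer w/ 7 mM MgCl2, 50 mM KCl; 1 h RT; Kinase-Glo lum. Intermediate enzyme activity for dual inhibitor/activator qHTS.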
# NPC1 promoter act: activators of NPC1 promoter | AID 485313 | actives 2.4% (n = 320,000) | Huh7 NPC1 promoter luciferase reporter, 24 h | Potency, µM (highest dose often 9.22 µM), for inactives: at the top dose activation, usual class: activators;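 also: potency is read from the fitted curve at half-maximal effect; % of control where 0% means no effect; nearly all actives have a fitted effect of over 60% in size; reporter is driven by a mutant NPC1 promoter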
#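 Compounds in DMSO were transferred onto Huh7 NPC1-luciferase reporter cells pre-incubated 2 h; after 24 h at 37 °C, Amplite reagent was dispensed and luminescence recorded 10 min later.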
# RORgamma inh: ROR gamma (mouse) transcription inhibition | Potency, µM (series often up to 53.6 µM), without a hit: at the highest dose activity change, negative = inhibition, usual class: inhibitors | Drosophila S2 Gal4-RORgamma UAS-luciferase reporter, 20 h | actives 5.4% (n = 310,000); also: potency is read from the fitted curve at half-maximal effect; % is scaled to controls: 0 for no effect and ±100 for the full control effect; nearly all actives have a fitted effect of over 60% in size
# Target sequence (P51450 whole entry, looked up, the tested form may be a part): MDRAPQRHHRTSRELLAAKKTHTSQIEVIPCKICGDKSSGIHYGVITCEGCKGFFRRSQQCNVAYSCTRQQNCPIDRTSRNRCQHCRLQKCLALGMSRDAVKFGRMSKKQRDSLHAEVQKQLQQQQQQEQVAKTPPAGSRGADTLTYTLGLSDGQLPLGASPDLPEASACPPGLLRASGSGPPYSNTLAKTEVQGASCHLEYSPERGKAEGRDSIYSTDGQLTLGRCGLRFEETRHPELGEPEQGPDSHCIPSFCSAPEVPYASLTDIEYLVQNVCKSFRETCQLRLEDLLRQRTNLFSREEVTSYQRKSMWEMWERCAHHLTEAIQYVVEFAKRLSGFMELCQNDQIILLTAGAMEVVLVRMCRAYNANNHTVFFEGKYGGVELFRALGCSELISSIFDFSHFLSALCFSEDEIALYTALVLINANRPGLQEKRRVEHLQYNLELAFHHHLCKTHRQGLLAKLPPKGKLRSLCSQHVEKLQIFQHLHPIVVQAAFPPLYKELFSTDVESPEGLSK
#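 ROR gamma transcriptional activity was tracked as Gal4-UAS luciferase output in stably transfected Drosophila Schneider cells, with compound added 1 hr before 700 uM copper sulfate induction and a 20 hr ambient-temperature incubation.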
# VP16 counter: inhibits Gal4-VP16 luciferase reporter, ROR gamma counter-screen; Drosophila S2 Gal4-VP16 UAS-luciferase, luminescence, 20 h; Potency, µM (top dose mostly 53.6 µM), for inactives: top-dose activity, negative = inhibition, actives largely listed as inhibitors; actives 3.5% (n = 310,000); AID 2546;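 also: Gal4-VP16 expression switched on by copper sulfate through the metallothionein promoter; potency is read from the fitted curve at half-maximal effect; % is scaled to controls: 0 for no effect and ±100 for the full control effect; nearly all actives have a fitted effect of over 50% in size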
# FLuc modulator: inhibits or activates purified firefly luciferase, miR-21 counter-screen; actives 6.9% (n = 360,000); Potency, µM (titrated, usually from 57.5 µM), without a hit: at the top dose activity change, negative = inhibition, actives largely listed as inhibitors; P08659; AID 588342; purified FLuc, Km substrates, luminescence inhibition;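 also: potency is read from the fitted curve at half-maximal effect; plate controls were vehicle for no effect and reference inhibitor for full effect; nearly all actives have a fitted effect of over 55% in size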
#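 Biochemical qHTS of compounds, final roughly 60 µM downward over six points, against 10 nM purified firefly luciferase using Km concentrations of substrates (10 uM D-luciferin, 10 uM ATP) in Tris acetate pH 7.5 buffer; luminescence output.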
# Giardia kill: kills Giardia lamblia | Giardia lamblia trophozoite viability | activity change, % at 7.66 µM, hits read low | actives 0.15% (n = 340,000); in the data active = activity change below about -80%; inconclusive = between about -30% and that limit;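 also: parasites exposed to compound for two days anaerobically before the ATP read; % is scaled to controls: 0 for no effect and ±100 for the full control effect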
#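 Compounds were tested on trophozoites seeded at 100 cells/well and held 48 hrs at 37 deg C anaerobically. An ATP-based luminescent kit measured the remaining live cells.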
# Rab9 promoter act: activators of Rab9 promoter; Potency, µM (top dose mostly 9.22 µM), without a hit: at the highest dose activation, negative = inhibition, actives largely listed as activators; actives 2.8% (n = 320,000); Huh7 Rab9 promoter-luciferase reporter, luminescence, 24 h; also: potency is read from the fitted curve at half-maximal effect; % of control where 0% means no effect; nearly all actives have a fitted effect of over 60% in size
#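 Luciferase signal after 10 min detection reagent at ambient indicates Rab9 promoter upregulation; stably transfected Huh7 cells were treated 24 h with compound in DMSO at 37 °C, 5% CO2.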
# ELG1 genotoxic: induces genotoxicity in HEK293T cells with luciferase-tagged ELG1; HEK293T ELG1-luciferase reporter, luminescence, 16 h; Potency, µM (titrated, usually from 46 µM), without a hit: at the top dose activity change, positive = activation, hits mostly activators; actives 1.3% (n = 330,000); AID 504466; also: potency is read from the fitted curve at half-maximal effect; % of control where 0% means no effect; nearly all actives have a fitted effect of over 60% in size
#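 Screening used a luciferase reporter fused to human ELG1 in HEK293T cells. Luminescence was read on a CCD plate imager after 16 hr exposure and 30 min ONE-Glo incubation.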
# p53 reactivator: re-activators of mutant p53. H1299 p53-A138V BP100-luciferase reporter, luminescence, 24 h. Potency, µM (highest dose often 92.2 µM), inactives show at the highest dose activity change, positive = activation, actives largely listed as activators. actives 0.063% (n = 320,000); also: potency is read from the fitted curve at half-maximal effect; % of control where 0% means no effect; nearly all actives have a fitted effect of over 45% in size
#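 p53-null H1299 cells stably carrying temperature-sensitive p53-A138V and a BP100-luciferase reporter were pinned with compounds (4-point, 1:5 series) and held 24 hrs at 37 deg C. Luminescence was read 10 min after detection reagent.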
# Menin-MLL TR inh: inhibitors of human menin-MLL interaction, mutant MLL peptide | Menin + Texas Red MLL mutant peptide, fluorescence polarization | O00255 | Potency, µM (titrated, usually from 61.6 µM), for inactives: at the top dose FP activity change, negative = inhibition, usual class: inhibitors | actives 0.23% (n = 270,000) | AID 1768; active = well fitted inhibition curve with a large enough effect in the polarisation, with a control signal flat, not every such curve was filed as active; inconclusive = small, poorly fitted or top-dose-only effect, or effect the other way, or a change in a side signal; inactive = no such curve, though single readings can be large or run the other way; the % refers to the polarisation; also: potency is read from the fitted curve at half-maximal effect; % of control where 0% means no effect; many of its hits are not listed in these tables
# An asterisk follows results filed as active; ? = inconclusive; / = not tested or not shown; [ ] = another dose, or the depositor's remark. Unless noted, calls follow the shape of the dose curve; as a rule, active = well fitted curve in the direction sought with a large enough effect; inconclusive = small, poorly fitted or top-dose-only effect, or another doubt; inactive = no such curve, though single readings can be large; an effect the other way counts as inactive or inconclusive. A portion of the library. The share of hits here may be higher or lower than overall.
SMILES,BRCA1 expr up,PKM2 act,NPC1 promoter act,RORgamma inh,VP16 counter,FLuc modulator,Giardia kill,Rab9 promoter act,ELG1 genotoxic,p53 reactivator,Menin-MLL TR inh
CCc1c(C(=O)N/N=C/c2cn[nH]c2-c2ccc(F)cc2)csc1C,-24%,-9%,4%,12%,-15%,?,-8,0%,-2%,-14%,-4%
Nn1c(SCc2cc([N+](=O)[O-])cc3c2OCOC3)nnc1-c1cccnc1,1%,2%,-8%,3%,-9%,4%,0,-6%,0%,3%,6%
O=C(NCCN1CCOCC1)c1cc(Sc2ccccc2Cl)nc2ccccc12,/,-13%,1%,-8%,-13%,0%,/,10%,0%,-3%,1%
O=C(CSc1nnc(CNC(=O)c2cccs2)o1)Nc1ccccc1C(F)(F)F,2%,/,0%,-12%,-4%,1%,18,-1%,5%,2%,/
Cc1ccc(-c2csc(NC(=O)CCCc3cccs3)n2)cc1,-1%,6%,1%,-3%,2%,4%,10,9%,5%,29%,-11%
CN(C)S(=O)(=O)N1CCC(Oc2ccc(C(=O)NC3CCCCC3)cc2)CC1,-9%,4%,-3%,?,8%,-10%,0,-13%,-3%,2%,?
Cc1nc2ncnn2c(C)c1Cc1ccc(Cl)cc1F,-2%,-2%,-6%,6%,12%,4%,-3,0%,0%,-3%,-2%
Cc1ccccc1-n1c(SCc2c(C)noc2C)nnc1-c1c[nH]c2ccccc12,-69%,3%,-3%,29%,21%,3%,4,0%,?,-11%,-1%
COC1=C(Nc2ccccc2OC)C(=O)c2ccccc2C1=O,-40%,-12%,0%,-12%,0%,?,-9,12%,-8%,-4%,/
COc1cccc(C(=O)Nc2ccc(S(=O)(=O)Nc3onc(C)c3C)cc2)c1,-14%,-5%,8%,-18%,1%,?,-14,4%,1%,0%,1%
CC(C)C(OC(=O)CN1C(=O)c2ccccc2C1=O)C(=O)NC1CCCC1 (centres undefined),-2%,-4%,0%,-16%,-5%,1%,-5,14%,1%,3%,-5%
Cc1ccc(/C=N/N2CCN(c3ccc(Cl)cc3)CC2)o1,36%,1%,0%,41%,12%,-1%,-1,-6%,-2%,7%,2%
O=C(c1ccc(Cl)cc1)C1CCN(C(=O)C2CC2)CC1,1%,2%,-2%,13%,-3%,-1%,-3,-2%,-7%,3%,0%
COc1ccc(-c2nn(CCC#N)cc2C(=O)Nc2cccc(C(=O)O)c2)cc1OC,11%,3%,-1%,-17%,2%,0%,-23,-13%,0%,/,1%
COCc1ccc(C(=O)N2CCc3c([nH]c4ccccc34)C2c2ccccn2)s1 (centres undefined),-57%,-2%,-5%,-6%,-5%,-12%,7,-5%,-2%,-4%,15%
COc1cccc(NC(=O)NNC(=O)COc2ccc3ccccc3c2)c1,-1%,0%,2%,1%,4%,-5%,-3,-1%,-3%,-3%,?
Cc1cccc(C)c1N1CCN(C(=O)Nc2ccc3c(c2)OCCO3)CC1,28%,0%,?,?,-19%,9.5µM*,-19,?,0%,7%,14%
CNc1ccccc1NC(=O)C1CCCN1C(=O)OCc1ccccc1 (centres undefined),9%,/,-1%,1%,-3%,1%,-16,-3%,0%,3%,/
CCCC12CN3CC(C)(CN(C1)C3c1ccc(OC)cc1)C2=O (centres undefined),-2%,-6%,1%,7%,-5%,2%,18,4%,1%,-22%,-14%
CCN(CC)c1ccc(N=Cc2ccccc2[N+](=O)[O-])cc1,-80%,-14%,-1%,7%,-22%,3.8µM*,-8,3%,-7%,?,18µM*
CSCCC(NC(=O)OC(C)(C)C)C(=O)NC(CC(C)C)C(N)=O (centres undefined),-16%,1%,-1%,-16%,4%[0.365 µM],1%,0,-5%,-2%,0%,8%
CC1(C)NC(=O)N(CC(=O)OCC(=O)c2ccc(F)cc2)C1=O,-8%,/,-2%,/,/,1%,-3,-1%,-2%,9%,/
CCC(C)(C#CCN1CCCCC1)OC(C)=O (centres undefined),-12%,-5%,-5%,0%,2%,-2%,10,1%,2%,-3%,4%
Cn1c(N)c(C(=O)Nc2ccc3ccccc3c2)sc1=S,55%,-6%,1.8µM*,7%,14%,?,-11,2.2µM*,?,?,36%[activator]
O=C(O)c1ccc(Cn2cc(/C=C\[N+](=O)[O-])c3ccccc32)o1,0%,6%[11.5 µM],-8%,-43%,-4%,-6%,2,0%,-2%,28%,31%[activator]
CCc1cc(CNC(=O)c2ccc(OC)c(OC3CCN(C(C)C)CC3)c2)on1,-2%,-1%,0%,?,-2%,-2%,1,-3%,0%,5%,-4%
Cc1ccc(S(=O)(=O)NCCCCCC(=O)Nc2nccs2)cc1,2%,?,-1%,-18%,2%,3%,-28,3%,-1%,2%,5%
Cc1c(C(=O)NCc2ccccc2)cnn1-c1ccccc1,66%,0%,/,25%,24%,-25%,22,/,/,/,6%
COCCOC(=O)c1[nH]c2c(c1C)C(=O)CC(c1ccc(OC)cc1)C2 (centres undefined),3%,/,-1%,30%,-1%,2%,?,1%,0%,0%,10%
Oc1ccc(Br)cc1-c1nc2cnccn2c1NC1CCCCC1,-3%,1%,6%,13µM*,?,4%,4,-5%,-9%,-3%,/
CC(C)Oc1ccc(S(=O)(=O)N2CCOCC2)cc1NC(=O)C1CCCC1,11%,/,1%,/,/,0%,-4,-1%,-1%,17%,/
NNC(=O)c1cccnc1Oc1ccccc1,-2%,2%,6%,-10%,4%,0%,-12,7%,1%,-2%,/
CN1CC(=O)N(CC(=O)NCCc2ccc(F)cc2)c2ccccc2C1=O,9%,-2%,1%,3%,-5%,-1%,-10,-1%,0%,-5%,-12%
COc1cccc(-c2nc3n(n2)C(c2ccc4c(c2)OCO4)C(C(N)=O)=C(C)N3)c1 (centres undefined),48%,-11%,1%,-2%,0%,-4%,-26,4%,18%,-3%,17%
N#Cc1c(Nc2ccccc2)sc(C(=O)C2CC2)c1N,-5%,-10%,5%,-26%,-4%,2%,-14,0%,1%,-4%,-3%
O=C(COC(=O)c1ccccc1[N+](=O)[O-])NC(=O)c1ccccc1,-7%,/,-1%,/,/,17µM*,-12,-6%,6%,10%,/
COc1ccc(OC)c(S(=O)(=O)n2ccnc2C(C)C)c1,2%,4%,-5%,4%,-3%,2%,-13,1%,-3%,?,-13%
O=C(C1CC1)N1CCc2cc(Br)cc(S(=O)(=O)N3CCOCC3)c21,6%,0%,0%,-9%,1%,-2%,-4,1%,-1%,-3%,-3%
COc1ccc(Nc2nc(N)c(C(=O)c3ccc(F)cc3)s2)cc1,-33%,/,-33%[inhibitor],-2%,4%,-13%,9,-21%,11%,6%,?
CN(C(=O)CCN1C(=O)C(C)(C)Nc2ccccc21)c1ccccc1,-14%,5%,1%,7%,0%,0%,3,-6%,-3%,-2%,10%
COc1ccc(OCC(O)COc2ccc(OC)cc2)cc1,0%,-8%,8%,36%,3%,?,5,1%,0%,9%,-4%
CCO[C@H]1OC(C(=O)N2CCN(C)CC2)=C[C@@H](C)[C@@H]1CCCO,-2%,1%,-1%,-13%,5%,-1%,-2,7%,1%,-1%,4%
CCOC(=O)CC1Sc2ccccc2NC1=S (centres undefined),1%,-30%,-5%,3.5µM*,?,6%,-25,-2%,-1%,0%,/
COc1ccc(OC)c(N=c2oc3c(OC)cccc3cc2C(=O)NCc2ccco2)c1,-1%[1.84 µM],6%,?,-8%,-10%,-2%,-5,16%,?,3%,-3%
COc1cccc2cc(C(=O)NNC(=O)c3ccc(Br)cc3)c(=O)oc12,-15%,/,0%,14%,-4%,-9%,10,-4%,0%,6%,-9%
CC(=O)N1CCc2cc(S(=O)(=O)CCC(=O)N(C)Cc3ccco3)ccc21,-12%,/,2%,2%,-11%,1%,0,1%,-1%,3%,2%
O=C(Nc1ccccc1O)N1c2ccccc2Sc2ccccc21,-1%,0%[11.5 µM],6%,-1%,-2%,-2%,2,-1%,3%,/,?
COC(=O)c1ccc(C)c(NC(=O)CN(c2ccccc2)S(=O)(=O)N(C)C)c1,22%,5%,-6%,-25%,-4%,1%,4,-3%,-5%,-2%,?
CS(=O)(=O)N(CC(=O)Nc1ccccc1-c1ccccc1)c1ccccc1,-9%,1%,-6%,15%,-6%[10 µM],-10%,7,-8%,0%,-3%,-7%
C#CCOCCOCCOCCNc1nc(N2CCOCC2)nc(N2CCN(C(=O)[C@H](Cc3cc4ccccc4[nH]3)n3cc([C@@H](N)C(C)CC)nn3)CC2)n1 (some centres undefined),-20%,0%,-6%,23%,-4%,-3%,-3,-4%,-2%,-3%,?

# Compound activity deposited in PubChem BioAssay by National Center for Advancing Translational Sciences (NCATS).
